Screening results from PubChem.
GCN5L2 inh: blocks human GCN5L2 histone acetyltransferase | Q92830 | AID 504327 | Potency, µM (highest dose often 58.9 µM), for the others: at the top dose activity change, negative = inhibition, hits mostly inhibitors | GCN5L2 HAT assay, ThioGlo1 CoA-SH fluorescence | actives 0.21% (n = 390,000)
Target sequence (Q92830 whole entry, looked up): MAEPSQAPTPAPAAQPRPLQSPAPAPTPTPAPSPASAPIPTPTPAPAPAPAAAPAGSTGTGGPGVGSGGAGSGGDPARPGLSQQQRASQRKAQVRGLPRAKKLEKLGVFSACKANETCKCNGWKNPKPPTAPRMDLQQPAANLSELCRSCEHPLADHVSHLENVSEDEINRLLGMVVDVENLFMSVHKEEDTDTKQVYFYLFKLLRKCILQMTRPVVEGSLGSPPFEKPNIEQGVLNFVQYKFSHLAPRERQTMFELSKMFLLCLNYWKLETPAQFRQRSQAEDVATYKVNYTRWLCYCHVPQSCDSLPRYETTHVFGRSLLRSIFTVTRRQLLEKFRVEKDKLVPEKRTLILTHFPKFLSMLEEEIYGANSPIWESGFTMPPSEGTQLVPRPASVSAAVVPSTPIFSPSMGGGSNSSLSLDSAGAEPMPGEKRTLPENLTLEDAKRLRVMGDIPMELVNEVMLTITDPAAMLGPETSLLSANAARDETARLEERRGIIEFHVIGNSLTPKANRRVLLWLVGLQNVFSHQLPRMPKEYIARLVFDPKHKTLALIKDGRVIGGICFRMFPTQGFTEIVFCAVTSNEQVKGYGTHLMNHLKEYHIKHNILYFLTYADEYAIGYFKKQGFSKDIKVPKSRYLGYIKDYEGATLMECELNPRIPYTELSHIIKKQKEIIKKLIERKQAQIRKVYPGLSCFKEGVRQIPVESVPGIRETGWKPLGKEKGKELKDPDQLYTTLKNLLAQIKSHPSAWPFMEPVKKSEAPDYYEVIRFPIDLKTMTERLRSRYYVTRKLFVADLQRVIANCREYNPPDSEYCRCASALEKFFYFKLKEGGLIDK
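Titration-based screen in which CoA formation is detected via maleimide probe ThioGlo1 (50uM) turning fluorescent on thiol reaction; substrates H3(1-25) 75uM and acetyl-CoA 70uM, GCN5L2 20nM, 20 min incubation at room temperature.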
DT40 TDP1 no CPT: qHTS for Inhibitors of human tyrosyl-DNA phosphodiesterase 1 (TDP1): qHTS in cells in absence of CPT | Potency, µM (top dose mostly 46.2 µM), for inactives: top-dose activity change, negative = growth inhibition, actives largely listed as inhibitors | DT40 Tdp1-/- hTDP1 cells, no CPT, ATP luminescence, 48 h | actives 15% (n = 420,000); note: nearly all actives have a fitted effect of over 55% in size
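DT40 Tdp1-/-;hTDP1 cells, no CPT (DMSO vehicle only), 400 cells/well; compounds pin-transferred; ≥48 hr, 37 °C; CellTiter-Glo 30 min RT dark, luminescence read.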
DT40 TDP1 CPT: growth inhibition of DT40 Tdp1-/-;hTDP1 cells with camptothecin (screen for TDP1 inhibitors) | actives 12% (n = 420,000) | Potency, µM (top dose mostly 46.2 µM), inactives show at the top dose activity change, negative = growth inhibition, actives largely listed as inhibitors | AID 686979 | chicken DT40 Tdp1-/-;hTDP1 cells + 20 nM CPT, ATP luminescence, 48 h; note: nearly all actives have a fitted effect of over 55% in size
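Chicken DT40 Tdp1-/- cells complemented with human TDP1, 400 cells/well, exposed to compounds plus 20 nM camptothecin for at least 48 h at 37 C; viability read as ATP content by CellTiter-Glo luminescence.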
* = called active by the depositor; ? = inconclusive; . = not tested or not shown; [ ] = another dose, or the depositor's remark. Calls come from the whole dose curve; as a rule, active = well fitted curve in the direction sought with a large enough effect; inconclusive = small, poorly fitted or top-dose-only effect, or another doubt; inactive = no such curve, though single readings can be large; an effect the other way counts as inactive or inconclusive. % is set by controls: 0 for no effect and ±100 for the full control effect; potency is the fitted concentration of half-maximal effect. A portion of the library. The share of hits here may be higher or lower than overall.

The opening 16 records, to show the layout:
# | canonical_smiles | GCN5L2 inh | DT40 TDP1 no CPT | DT40 TDP1 CPT
1 | CCOC(=O)c1cc2n(c1C)-c1ccccc1C2=O | 1% | -5% | 2%
2 | O=C(c1ccco1)N1CCN=C1SCc1c(F)cccc1Cl | -10% | -24% | -20%
3 | Cc1ccccc1C(=O)Nc1ccnn1C1CCN(C2CCSCC2)CC1 | -9% | -12% | -10%
4 | CC1=C(C(=O)OCc2ccccc2)C(c2cccc([N+](=O)[O-])c2)NC(=O)N1CCCCCC(=O)O (stereo unspecified) | -2% | -15% | -17%
5 | CCCC1(C(=O)OCC)NC(c2ccc(N(C)C)cc2)C2C(=O)N(c3ccc(OCC)cc3)C(=O)C21 (stereo unspecified) | -1% | 0% | -3%
6 | CN(C)CCO[C@@H](c1ccc(Cl)cc1)c1ccccn1 | -5% | -10% | 3%
7 | O=C(OCc1nnc(-c2ccccc2)o1)C1CCN(S(=O)(=O)c2cccs2)CC1 | -5% | -9% | -7%
8 | O=C(NC1CCCCCC1)c1cccc(N2CCCC2=O)c1 | -4% | -11% | -17%
9 | C[C@H](CO)N1C[C@H](C)[C@H](CN(C)Cc2cccc(F)c2)Oc2ncc(Br)cc2C1=O | . | -12% | -5%
10 | Cc1ccc(N(C(=O)CNC(=O)c2ccco2)C(C(=O)NC2CCCC2)c2cccnc2)cc1 (stereo unspecified) | -7% | -8% | 7%
11 | Cc1ccc2c(c1)N(CC(=O)N(Cc1ccccn1)Cc1ccco1)C(=O)C(C(C)C)O2 (stereo unspecified) | 1% | ? | ?
12 | Cc1ccc(C)c(N2CCN(C(=O)CCS(=O)(=O)c3cc(Br)cc4c3N(C(=O)C3CC3)CC4)CC2)c1 | -9% | ? | ?
13 | Cc1cc2ccccc2c(=O)n1CC(=O)NCC(=O)N1CCCC1 | -13% | 3% | 11%
14 | COc1cc2nc(CN(C)Cc3nc4ccccc4c(=O)[nH]3)[nH]c(=O)c2cc1OC | 1% | 13µM* | 13µM*
15 | COc1ccc(-c2nnc(SCC(=O)N3CCCC3)o2)cc1OC | . | -17% | -19%
16 | CC(C)C(=O)Nc1ccnc(-c2cccnc2)n1 | -1% | -19% | -28%

All compounds of this part, from the start:
# | canonical_smiles | GCN5L2 inh | DT40 TDP1 no CPT | DT40 TDP1 CPT
1 | CCOC(=O)c1cc2n(c1C)-c1ccccc1C2=O | 1% | -5% | 2%
2 | O=C(c1ccco1)N1CCN=C1SCc1c(F)cccc1Cl | -10% | -24% | -20%
3 | Cc1ccccc1C(=O)Nc1ccnn1C1CCN(C2CCSCC2)CC1 | -9% | -12% | -10%
4 | CC1=C(C(=O)OCc2ccccc2)C(c2cccc([N+](=O)[O-])c2)NC(=O)N1CCCCCC(=O)O (stereo unspecified) | -2% | -15% | -17%
5 | CCCC1(C(=O)OCC)NC(c2ccc(N(C)C)cc2)C2C(=O)N(c3ccc(OCC)cc3)C(=O)C21 (stereo unspecified) | -1% | 0% | -3%
6 | CN(C)CCO[C@@H](c1ccc(Cl)cc1)c1ccccn1 | -5% | -10% | 3%
7 | O=C(OCc1nnc(-c2ccccc2)o1)C1CCN(S(=O)(=O)c2cccs2)CC1 | -5% | -9% | -7%
8 | O=C(NC1CCCCCC1)c1cccc(N2CCCC2=O)c1 | -4% | -11% | -17%
9 | C[C@H](CO)N1C[C@H](C)[C@H](CN(C)Cc2cccc(F)c2)Oc2ncc(Br)cc2C1=O | . | -12% | -5%
10 | Cc1ccc(N(C(=O)CNC(=O)c2ccco2)C(C(=O)NC2CCCC2)c2cccnc2)cc1 (stereo unspecified) | -7% | -8% | 7%
11 | Cc1ccc2c(c1)N(CC(=O)N(Cc1ccccn1)Cc1ccco1)C(=O)C(C(C)C)O2 (stereo unspecified) | 1% | ? | ?
12 | Cc1ccc(C)c(N2CCN(C(=O)CCS(=O)(=O)c3cc(Br)cc4c3N(C(=O)C3CC3)CC4)CC2)c1 | -9% | ? | ?
13 | Cc1cc2ccccc2c(=O)n1CC(=O)NCC(=O)N1CCCC1 | -13% | 3% | 11%
14 | COc1cc2nc(CN(C)Cc3nc4ccccc4c(=O)[nH]3)[nH]c(=O)c2cc1OC | 1% | 13µM* | 13µM*
15 | COc1ccc(-c2nnc(SCC(=O)N3CCCC3)o2)cc1OC | . | -17% | -19%
16 | CC(C)C(=O)Nc1ccnc(-c2cccnc2)n1 | -1% | -19% | -28%
17 | CCCCCCCCCCCCCCCCCC(=O)OCC(C)O (stereo unspecified) | 5% | ? | -19%
18 | Cc1cc(=O)[nH]c(SCn2nnc3ccccc3c2=O)n1 | -1% | -11% | ?
19 | COc1ccc2c3n(nc2c1)CCN=C3c1ccc(C)cc1 | -2% | ? | 16µM*
20 | COc1cc(NC(=O)c2noc(C)c2[N+](=O)[O-])c(OC)cc1Cl | 4% | 6.5µM* | 15µM*
21 | CCS(=O)(=O)N1CCC(C(=O)N2CCOCC2)CC1 | -3% | -5% | -8%
22 | Nc1ncnc2c1ncn2[C@@H]1O[C@H](CNCc2ccc(OCC(=O)Nc3nccs3)cc2)[C@@H](O)[C@H]1O | 2% | -7% | -14%
23 | CC1(C2CCN(Cc3c[nH]c4ccccc34)CC2)NC(=O)N(CCN2CCOCC2)C1=O (stereo unspecified) | . | -24% | 5%
24 | O=C1CCCN1CCCNC(=S)Nc1ccc(Cl)cc1Cl | 3% | 3% | -9%
25 | CCc1cccc(NC(=O)CSc2ncc3c(n2)-c2ccccc2N(CC)S3(=O)=O)c1 | 27% | -30% | -32%

Next section; the last two above are carried over.
# | canonical_smiles | GCN5L2 inh | DT40 TDP1 no CPT | DT40 TDP1 CPT
24 | O=C1CCCN1CCCNC(=S)Nc1ccc(Cl)cc1Cl | 3% | 3% | -9%
25 | CCc1cccc(NC(=O)CSc2ncc3c(n2)-c2ccccc2N(CC)S3(=O)=O)c1 | 27% | -30% | -32%
26 | CN1CCN(Cc2nc3cc(NC(=O)COc4ccc([N+](=O)[O-])cc4)ccc3n2C)CC1 | -8% | 18% | 0%
27 | O=[N+]([O-])c1ccc2c(c1)Nc1nc3ccccc3nc1N2 | -1% | ? | ?
28 | CCc1ccccc1N(C(C)=O)c1nc(CN=C=S)cs1 | 2% | ? | 23µM*
29 | O=C(CSc1nc2ccccc2s1)NC1CCS(=O)(=O)C1 (stereo unspecified) | -1% | -23% | -5%
30 | CCc1ccc(S(=O)(=O)c2cn(Cc3ccccc3)c3cc(F)c(F)cc3c2=O)cc1 | -6% | ? | ?
31 | CCc1ccc(CNC(=O)C2Cc3cc(S(=O)(=O)N4CCCC4)ccc3N2C(C)=O)cc1 (stereo unspecified) | -14% | -26% | ?
32 | CCOC(=O)C1CCN(C(=O)CN(C)S(=O)(=O)c2ccc3c(c2)c(=O)n(C)c(=O)n3C)CC1 | -1% | -22% | 3%
33 | COc1ccc2c(c1)N(C)/C(=C1/SC(=NCc3ccccc3)N(c3ccccc3)C1=O)S2 | 2% | ? | -22%
34 | C=CCNC(=O)c1c(Cl)cnn1-c1ccc(C)cc1 | -16% | -2% | -1%
35 | CC(C)(NC(=O)N1CCOCC1)c1cccc(C(C)(C)NC(=O)N2CCOCC2)c1 | . | -1% | 1%
36 | COC(=O)c1cn(CC(=O)Nc2ccc(OC)cc2)c2ccccc12 | -11% | 4% | -14%
37 | O=C1CN(C(=O)COC(=O)c2oc3ccccc3c2COc2ccccc2)c2ccccc2N1 | -3%[0.501 µM] | -26% | ?
38 | CC(C)(Cc1cc(CC(C)(C)C(=O)O)cc(C(C)(C)C)c1)C(=O)O | 1% | 2% | -3%
39 | N=C1/C(=C\c2coc3ccc(O)cc3c2=O)C(=O)N=C2SC=CN12 | -7% | ? | -24%
40 | O=S(=O)(c1ccc(-c2ccccc2)cc1)N1CCCCC1 | -3% | -29% | ?
41 | CC1(C)CC(=O)c2cc(C(=O)NCc3ccco3)c(=O)n(-c3ccc(Cl)cc3)c2C1 | -27% | -18% | -5%
42 | CC(C)Cn1c(-c2cccs2)nc2ccccc21 | -23% | ? | 16µM*
43 | CCCC(C(=O)NNC(=O)c1cc(C)oc1C)c1ccccc1 (stereo unspecified) | -6% | -24% | -7%
44 | O=C(CBr)N1CCc2ccccc2C(c2ccccc2)C1 (stereo unspecified) | -4% | 2.6µM* | 2.6µM*
45 | COc1ccc2cc3cc(C(=O)NCCCN4CCc5ccccc5C4)sc3nc2c1 | -10% | ? | ?
46 | NS(=O)(=O)c1ccc(CCNC(=O)CSc2ccc([N+](=O)[O-])cc2)cc1 | 3% | -13% | 4%
47 | O=C(Nc1ccc(F)cc1F)c1ccc2ncsc2c1 | -2% | -7% | ?
48 | COc1ccc(C(CC(=O)N2CCN(c3ccccc3)CC2)c2c(O)cc(OC)cc2OC)cc1 (stereo unspecified) | -7% | ? | -12%
49 | COc1ccc(/C=N/Nc2nnc(Cc3ccccc3)c(=O)[nH]2)cc1OC | -6% | -19% | ?
50 | CCCNC(=O)C(=O)NCc1ccccn1 | 2% | 1% | 1%
51 | CNC(=O)COC(=O)c1cc2c(C)nn(-c3ccc(F)cc3)c2s1 | ? | -30% | -2%
52 | COc1ccc(S(=O)(=O)N2CCCC(C(=O)NCc3ccc4c(c3)OCO4)C2)cc1 (stereo unspecified) | 10% | ? | -30%
53 | COc1ccccc1-n1c(SCC(=O)NC2CCCC2)nc2cccnc21 | 3% | -15% | -28%
54 | CCOC(=O)C1=C(C)N(C[C@@H]2CC[C@@H](Cc3ccc(-c4ccccc4)cc3)O2)C(=O)NC1c1cccc([N+](=O)[O-])c1 (stereo partly specified) | -10% | ? | ?
55 | Cc1nc2ccccc2c(=O)n1CCCn1ccnc1 | -5% | -14% | 1%
56 | O=C(NC1CC1)C1=C[C@@H](C2CCCCC2)C[C@@H](OCCCCO)O1 | 3% | -13% | -2%
57 | COC(=O)C1=CN(c2ccc(F)c(F)c2)C=C(C(=O)OC)C1c1ccc([N+](=O)[O-])cc1 | -10% | ? | ?
58 | O=C(NCCN1CCOCC1)c1cc(-c2cccc(O)c2)on1 | -4% | -10% | 2%
59 | COc1ccc(C2=NN(C(=O)c3cccs3)C(c3ccccc3OC)C2)cc1OC (stereo unspecified) | -10% | ? | ?
60 | COc1ccc(OC)c(NC(=O)CN2CCCN(Cc3cc(C)ccc3C)S2(=O)=O)c1 | 0% | 18µM* | ?
61 | O=C(/C=C/c1ccccc1O)c1ccc(Cl)cc1 | -10% | 23µM* | 21µM*
62 | Cc1nn(CC(=O)OCC(=O)c2ccc(OC(F)F)cc2)c(C)c1[N+](=O)[O-] | -3% | 17% | 0%
63 | CCN(C(=O)Cc1c(C(=O)O)[nH]c2ccccc12)c1cc(OC)ccc1OC | -5% | 3% | 0%
64 | CCN(CC)C(=O)COc1coc(CN2CCN(c3ccc(F)cc3)CC2)cc1=O | -5% | ? | -18%
65 | COc1cccc(CCN2CCC(CNS(=O)(=O)c3cc(-c4cc(C)no4)ccc3C)CC2)c1 | -18% | ? | ?
66 | O=[N+]([O-])c1ccc(N2CCN(Cc3ccc(Br)o3)CC2)cc1 | 1% | -8% | ?
67 | O=C(Nc1cccc(O)c1)c1cnn2cccnc12 | -1% | -21% | -1%
68 | CCOC(=O)CSCC(NC(=O)OC(C)(C)C)C(=O)OCC (stereo unspecified) | 10% | -14% | 3%
69 | CC(=O)Nc1ccc(SCC(=O)Nc2ccccc2N2CCOCC2)cc1 | -4% | -5% | -18%
70 | CC(C)(O)CNC(=O)Nc1ccc(Cl)c(Cl)c1 | -1% | -19% | -2%
71 | C[C@H]1COC(=O)[C@@H](Cc2ccc(F)cc2)CC/C=C\C[C@H](CC(=O)NCCO)C(=O)N1 | -11% | -36% | ?
72 | O=C(NCCCNC(=O)c1ccc(Cl)cc1Cl)c1ccco1 | -5% | -13% | -8%
73 | Cc1c(Cc2ccccc2)c(=O)oc2c(C)c(OCC(=O)N3CCC(C(=O)O)CC3)ccc12 | -4% | 8% | 8%
74 | Clc1ccc(COn2nnc3ccccc32)c(Cl)c1 | . | ? | ?
75 | CC1(C(=O)NCc2ccccc2)CN(S(C)(=O)=O)CC(=O)N1Cc1cccs1 (stereo unspecified) | . | 4% | -12%
76 | CCc1ccc(Nc2nnc(SCC(=O)Nc3ccc(C(=O)O)cc3)s2)cc1 | 0% | 3% | 5%
